High-throughput results: PubChem BioAssay, several laboratories
Rac1 GTP hydrolysis: MgcRacGAP GTPase-activating activity inhibitors, confirmation, biochemical, ADP Hunter fluorescence | MgcRacGAP-stimulated Rac1 GTP hydrolysis, ADP Hunter fluorescence; higher % means a stronger effect; GST-tagged Rac1 F28L mutant substrate | one-dose inhibition, % at 30 µM; IC50 in µM for titrated hits | 0.6% of 340,000 active | AID 624330;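 active = first-screen hits whose inhibition reached a set limit at any dose in the follow-up dose series; inconclusive = inhibition above the set first-screen limit but never retested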;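 note: fluorescence reports GDP produced by GAP-driven GTP hydrolysis; strong numbers were not always called active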
Large T inhibition: SV40 large T antigen inhibitors, biochemical (AID 1903); 0.39% of 310,000 active; SV40 large T antigen ATPase/helicase inhibition assay; higher % means a stronger effect; one-dose inhibition, % at 20 µM; IC50 in µM for titrated hits; in the data active = a potency from the dose series; inconclusive = inhibition mostly from about 32% at the one dose, without a potency; inactive = the rest, 99 in 100 with inhibition below about 32%; note: strong numbers were not always called active
NTR1 ag: NTR1-driven beta-arrestin-GFP spot formation – imaging, U2OS cells, high content, primary screen (AID 493036). P30989. agonist mode. activation, % at 20 µM. 0.17% of 330,000 active;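 active = activation at or above 40% of the spot to cytoplasm intensity ratio, with at least 20 cells analyzed; inconclusive = wells under 20 cells, flagged as cytotoxic or low count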;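 note: 0% = DMSO without peptide and 100% = 100 nM NTR1 peptide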
Target sequence (P30989 whole entry, looked up): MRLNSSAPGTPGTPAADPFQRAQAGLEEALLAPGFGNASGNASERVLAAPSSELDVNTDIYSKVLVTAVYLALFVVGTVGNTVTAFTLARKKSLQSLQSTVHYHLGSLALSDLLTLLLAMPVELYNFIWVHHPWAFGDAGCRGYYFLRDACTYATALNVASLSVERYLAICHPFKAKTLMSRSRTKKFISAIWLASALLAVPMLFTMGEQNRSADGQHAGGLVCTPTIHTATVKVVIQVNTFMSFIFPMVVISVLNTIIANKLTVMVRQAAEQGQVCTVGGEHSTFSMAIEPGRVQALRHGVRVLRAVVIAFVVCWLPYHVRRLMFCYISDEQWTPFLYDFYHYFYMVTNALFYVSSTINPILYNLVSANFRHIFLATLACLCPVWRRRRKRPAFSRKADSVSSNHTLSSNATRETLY
GPR35 arrestin U2OS: inhibition of zaprinast-stimulated GPR35 beta-arrestin translocation – imaging, U2OS, beta-arrestin-GFP, zaprinast agonist, primary screen (AID 2058); U2OS GPR35 beta-arrestin-GFP translocation imaging, zaprinast antagonism; higher % means a stronger effect; inhibition, % at 10 µM, or IC50 in µM where a hit was titrated; 0.052% of 290,000 active;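 active = inhibition of at least 50% with at least 30 cells and total cytoplasm GFP at most 10,000,000; inconclusive = under 30 cells or total GFP of 10,000,000 plus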
AID2073: disruptors of CaV2.2 binding to Mint1 – biochemical, HTRF (AID 2073); 0.19% of 290,000 active; HTRF protein-protein interaction, Mint1-CaV2.2; higher % means a stronger effect; inhibition, % at 20 µM, or IC50 in µM where a hit was titrated; in the data active = inhibition mostly above about 51%, no sharp cut-off; inconclusive = no clear call, values can overlap the other calls; inactive = mostly below about 53%; note: some results filed as inactive read as strong as hits
NS5 inhibitors: flavivirus cap methylation enzyme inhibition – biochemical, confirmation dose response, primary screen (AID 588689) | Dengue-2 NS5 methyltransferase capping enzyme assay, biochemical; higher % means a stronger effect | inhibition, % at 25 µM, or IC50 in µM where a hit was titrated | 0.3% of 340,000 active; in the data active = a potency from the dose series; inconclusive = inhibition above about 29% without an active follow-up result
GPR55 LPI antagonism: inhibition of LPI-stimulated GPR55 beta-arrestin translocation – imaging, U2OS, beta-arrestin-GFP, LPI agonist, primary screen (AID 2013); 0.13% of 290,000 active; inhibition, % at 10 µM; hits with a dose series show IC50 in µM; U2OS GPR55 beta-arrestin-GFP translocation imaging, LPI antagonism; higher % means a stronger effect;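 active = spots per cell inhibited over 60%, with over 100 cells counted and total cytoplasm intensity under 500,000; inconclusive = wells with under 100 cells, flagged as likely toxic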;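 note: U2OS cells stably carrying GPR55 and arrestin-GFP stimulated by 5 µM LPI near EC80; imaged beta-arrestin-GFP aggregate spots per cell after agonist stimulation; plate controls were LPI-stimulated DMSO wells for no effect and DMSO wells without LPI for full effect; some results filed as inactive read as strong as hits; confirmed hits need IC50 under 10 µM and bright autofluorescent wells are also inconclusive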
GPR55 activation: GPR55 agonists via beta-arrestin recruitment, primary screen, imaging, U2OS cells, beta-arrestin-GFP redistribution (AID 1961). U2OS GPR55 beta-arrestin-GFP redistribution imaging; higher % means a stronger effect. activation, % at 10 µM, or EC50 in µM where a hit was titrated. 0.048% of 290,000 active;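 active = activation above 40% with more than 50 cells counted in the well; inconclusive = wells holding fewer than 50 cells, flagged as toxic or sparse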;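 note: U2OS osteosarcoma cells stably expressing GPR55 and beta-arrestin-GFP; plate controls were DMSO negative control for no effect and LPI positive control for full effect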
Yfh1-off respiration: enhancers of respiration in Yfh1-depleted yeast, dose response, Friedreich's ataxia, plus single-dose screen (AID 1465) | 0.074% of 220,000 active | S. cerevisiae Yfh1-off respiration, WST-1 reduction, 72 h; higher fold induction means a stronger effect | fold induction at 50 µM, or EC50 in µM where a hit was titrated;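 active = fold induction of absorbance versus untreated yeast above a set limit, then at least 30% activation at any dose in follow-up; inconclusive = repeats straddling the limit, or above it without dose testing; inactive = fold induction below the set limit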;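 note: activators that raise dye reduction in frataxin-depleted yeast; strong numbers were not always called active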
NTR1 ag cell count 20 µM: further read-out of NTR1 ag, marked with its call; cell count; measured here: cell count, cytotoxicity flag
NS5 inhibitors pilot replicate: second read-out of NS5 inhibitors, no call of its own (marks repeat the call); inhibition, %; measured here: pilot screen replicate inhibition
Starred values were filed as active, the others as inactive; i = inactive; u = inconclusive; x = no result given. No enrichment for hits; about 1.7% have a hit in one of these screens.

SMILES | Rac1 GTP hydrolysis | Large T inhibition | NTR1 ag | NTR1 ag cell count 20 µM | GPR35 arrestin U2OS | AID2073 | NS5 inhibitors | GPR55 LPI antagonism | GPR55 activation | Yfh1-off respiration | others
Cc1cc2nnc(SCC(=O)NCc3ccco3)n2c2ccccc12 | 8.8% | 15.7% | 1.0 | 46 | x | x | -6.1% | x | x | x
COc1cccc(-c2nc(CS(=O)(=O)CC(=O)NCCCc3ccccc3)c(C)o2)c1 | 7.3% | 3.3% | 1.9 | 57 | 1.3% | 4.3% | -3.2% | -7.1% | -0.1% | x
COc1cc(CNC(C)c2ccccc2)cc(Cl)c1OCC(=O)Nc1ccccc1 (stereo unspecified) | 5.4% | 6.0% | 4.0 | 28 | -3.1% | 0.5% | -3.9% | 16.4% | 0.2% | i
CCCCOc1ccc(C(=O)NCC(=O)NCC(c2ccco2)N2CCCCC2)cc1 (stereo unspecified) | 7.1% | 15.7% | 0.2 | 38 | x | x | 0.7% | x | x | x
O=C1C=C(c2ccccc2)C[C@H](c2cccs2)[C@H]1n1cnc([N+](=O)[O-])c1 | 7.3% | 3.5% | 4.1 | 76 | -4.8% | 4.9% | 0.0% | 3.0% | 0.1% | i
COC(=O)c1ccc(-c2csc(NC(=O)c3ccc(S(=O)(=O)N4CCc5ccccc5C4)cc3)n2)cc1 | 6.0% | 6.5% | -2.1 | 51 | -7.0% | 4.0% | 0.0% | 8.9% | 0.6% | i
Cc1ccc(-c2cc(C(F)F)n3ncc(C(=O)Nc4cn(C)nc4C)c3n2)cc1 | 7.0% | 1.1% | 7.4 | 85 | -2.0% | -7.7% | -6.2% | 4.3% | 0.2% | i
Cc1n[nH]c(=O)nc1N1CCc2ccccc2C1 | 12.2% | 2.1% | -1.0 | 44 | -3.0% | 9.6% | -6.8% | -4.3% | -0.1% | i
O=[N+]([O-])c1ccccc1/C=N/OCc1ccccc1 | 4.7% | 3.9% | 3.3 | 45 | 13.7% | -11.4% | -13.4% | 2.2% | -0.4% | x
CCS(=O)(=O)NCCc1cc2cc(C)c(C)cc2[nH]c1=O | 7.5% | 25.9% | x | x | 5.6% | 2.4% | -0.7% | 2.8% | 0.3% | i
C=CCN(CC=C)S(=O)(=O)c1ccc(NC(=O)COc2ccccc2OC)cc1 | 10.3% | 29.5% | -0.4 | 59 | -12.1% | 0.6% | 3.2% | 7.8% | 0.2% | i
Oc1ccc(Nc2nc(-c3ccccc3F)nc3ccccc23)cc1 | u | 30.2% | 1.8 | 83 | -5.3% | 10.9% | -2.3% | 7.7% | -0.2% | x
COc1ccc(S(=O)(=O)NCCSc2ccc(Cl)cc2)cc1OC | 4.0% | -7.2% | 2.3 | 35 | -7.6% | 2.7% | -6.9% | 12.6% | 0.4% | i
COc1ccccc1NC(=O)c1[nH]c(C)c(C(C)=O)c1C | 6.3% | 4.7% | 1.5 | 61 | -8.5% | -4.9% | -6.9% | -6.5% | -0.2% | i
CC(=O)N[C@@H]1[C@@H](O)[C@@H]2OC(c3ccccc3)OC[C@H]2O[C@@H]1N=[N+]=[N-] (stereo partly specified) | 3.6% | 1.1% | -0.1 | 67 | 11.7% | -7.6% | -0.6% | 10.3% | -0.3% | x
CC(C)CC(=O)OCc1cn(-c2ccccc2)nn1 | 8.7% | -8.4% | -0.7 | 90 | 3.6% | 6.7% | -8.1% | 2.6% | 0.0% | i | NS5 inhibitors pilot replicate=-5.2
CN(C(=O)COC(=O)CSc1ccc(C(N)=O)cc1[N+](=O)[O-])C1CCCCC1 | 0.6% | 10.3% | 0.1 | 54 | x | x | 5.1% | x | x | x
Cc1ccc2oc(=O)c3cnn(CC(=O)N4CCN(c5ccccn5)CC4)c3c2c1 | 10.9% | 0.3% | 3.5 | 56 | 11.6% | 5.9% | -6.9% | 10.3% | -0.1% | i
Cc1ccc(O)c(CNc2cccc3cccnc23)c1 | 9.1% | 4.1% | -1.0 | 76 | 13.2% | 44.8% | 2.9% | 19.5% | -0.2% | i
O=S(=O)(NCc1csc(-c2cccs2)n1)c1ccccc1 | 3.2% | 7.1% | -0.5 | 45 | -6.0% | -8.8% | -14.6% | 3.2% | 0.0% | i
CCCNC(=O)N1CCN(S(C)(=O)=O)CC1 | -0.6% | 17.2% | 2.2 | 50 | -2.1% | -3.7% | -1.5% | -7.0% | 0.2% | i
CC(=O)Nc1ccc(-n2nnnc2SCC(=O)N2CCN(C(=O)c3ccco3)CC2)cc1 | 3.2% | 4.6% | -1.6 | 86 | 14.5% | 0.6% | -3.9% | -11.3% | -0.2% | i
Cc1ccc2c(CC(=O)NCc3cccs3)coc2c1 | 3.8% | 8.5% | -1.7 | 60 | 3.5% | -6.6% | 0.6% | -9.7% | 0.4% | i
CC(=O)Oc1ccc(C(=O)NCCc2ccccc2)cc1 | 5.3% | 1.1% | 0.4 | 56 | 11.3% | -10.3% | -0.8% | -13.8% | -0.2% | i
CCOC(=O)c1cnc(-c2ccccc2)nc1Oc1ccc(OC)cc1 | 6.3% | -2.3% | 5.8 | 48 | -2.2% | 2.2% | -6.2% | 4.3% | -0.1% | i
CSC1=N/C(=C/c2ccc(-n3cncn3)cc2)C(=O)N1 | 13.0% | 7.7% | 0.6 | 63 | -4.4% | 14.3% | -4.6% | -2.2% | 0.0% | i
CC(=O)Nc1ccc(NC(=O)C(Sc2ccccc2)c2ccccc2)cc1 (stereo unspecified) | 8.9% | 5.2% | -0.7 | 45 | 5.7% | 1.1% | -3.8% | -1.5% | 1.1% | i
CCOC(=O)c1ccc(N2C(=O)c3n[nH]c(C)c3C2c2cccnc2)cc1 (stereo unspecified) | -6.2% | 3.0% | -2.3 | 54 | 13.7% | 7.7% | -8.6% | 0.0% | -0.2% | i
O=C1NC(=O)/C(=C/c2ccc(N3CCOCC3)o2)N1 | 3.9% | 35.9% | -0.7 | 36 | 5.4% | 52.2% | 8.6% | -2.3% | -0.1% | i
Cc1ccc(N/C=C(\C#N)c2ccc(OCCCF)cc2)cc1 | 7.7% | 8.1% | 6.7 | 52 | 14.3% | 1.0% | -4.8% | 1.2% | 0.2% | i
CCOC(=O)c1c(C)[nH]c(C)c1S(=O)(=O)N1CCN(c2ccc(F)cc2)CC1 | 12.9% | 10.7% | 2.1 | 57 | -17.5% | 15.8% | 2.0% | -14.7% | -0.1% | x
O=c1[nH]c2cc3c(cc2cc1C(c1nnnn1CC1CCCO1)N1CCCC1)OCO3 (stereo unspecified) | 1.5% | 14.6% | -0.4 | 45 | 5.1% | -0.3% | -1.6% | -3.4% | 0.1% | i
Cc1nc(N2CCCCC2C)c2c(C)c(C(=O)Nc3cccc(C(F)(F)F)c3)sc2n1 (stereo unspecified) | 11.8% | -5.0% | 2.3 | 83 | 7.3% | 27.5% | -10.8% | 10.6% | 1.4% | i
COc1c(O)cnn(-c2ccccc2)c1=O | 3.9% | 8.6% | 0.1 | 62 | -13.4% | 6.6% | 2.4% | -3.8% | -0.3% | i
CCOc1ccccc1-n1c(SCC(=O)NC)nnc1-c1ccco1 | 16.7% | 19.3% | -0.7 | 69 | -3.2% | -11.4% | 1.4% | 0.7% | -0.1% | i
COC(=O)c1cc2c(N)c(C(=O)c3ccccc3)sc2nc1C(OC)OC | 3.7% | 0.0% | 1.3 | 51 | -0.4% | -30.2% | -14.8% | -4.5% | 0.2% | i
O=C(NCCCNCc1ccccc1)/C(=N\O)c1ccccc1 | -5.9% | -1.5% | -4.1 | 86 | -2.1% | -4.1% | -0.4% | 11.9% | -0.1% | i
Cc1ccc(S(=O)(=O)Oc2ccc(/C=C(/NC(=O)c3ccccc3)C(=O)O)cc2)cc1 | 0.8% | 1.4% | 0.1 | 82 | -14.0% | 1.1% | -8.5% | -15.9% | 0.2% | i
CCOc1ccc(NC(=O)CSc2nc3[nH]ncc3c(=O)n2-c2ccccc2OC)cc1 | 6.7% | 3.1% | 3.5 | 63 | -21.2% | -8.9% | -10.3% | -7.4% | 0.9% | i
CCc1nn(CC(=O)NCCCN2CCc3ccccc3C2)c(=O)c2cc3sccc3n12 | 5.4% | 7.6% | 6.8 | 41 | 1.6% | 1.0% | 0.0% | 4.6% | 0.5% | i
C/C(=N\NC(=O)c1ccc(Cl)c(Cl)c1)c1ccc(Br)s1 | 3.8% | 5.2% | 6.9 | 48 | -15.8% | 5.3% | 5.8% | 1.9% | -0.1% | i
CC1=C(C(=O)OCc2ccccc2)C(c2ccc(N(C)C)cc2)NC(=O)N1 (stereo unspecified) | 6.2% | 2.8% | 0.9 | 72 | 13.7% | 0.6% | -2.0% | 4.0% | -0.5% | i
C/C(=N\NC(=O)c1nn(C)c(C)c1Br)c1ccc(NC(=O)c2ccccc2F)cc1 | 1.0% | 2.2% | 7.9 | 58 | 0.2% | 6.6% | -3.2% | 10.0% | 0.0% | i
O=C(Cc1n[nH]c(=O)c2ccccc12)Nc1cc(Cl)ccc1-n1cncn1 | 6.4% | 17.0% | 0.5 | 57 | x | x | 3.6% | x | x | x
O=C(c1ccc2ccccc2c1)C1CCCN(C(=O)CN2C(=O)CSC2=O)C1 (stereo unspecified) | 4.2% | 2.5% | 3.3 | 56 | 16.7% | -1.7% | 0.0% | 1.4% | -0.2% | i
Cc1ccccc1CN(c1ccc(C(=O)NCCC2=CCCCC2)cc1)S(C)(=O)=O | 5.2% | 6.2% | 5.8 | 65 | 20.5% | -5.1% | 0.0% | 14.8% | 0.4% | i
